Screens from PubChem.
TLR9-MyD88 block – blocks human TLR9 binding to MyD88; inhibition, % at 4.98 µM; CHO BLA complementation TLR9-MyD88, CCF4 FRET ratio; Q9NR96+Q99836; 0.21% of 340,000 active;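 active = inhibition above the mean over all tested compounds plus 3 SD, cut at about 21% in these data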;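 note: 0% = DMSO only wells and 100% = clavulanate BLA inhibitor control wells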
H9c2 protect – protects H9c2 cardiomyocytes from peroxide injury | H2O2 injury protection, ATPLite, 2 h | protection from H2O2 cell death, % at 20 µM | 0.63% of 360,000 active | AID 588492;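 active = compounds giving at least 50% protection of heart cells from peroxide-induced death in the single-dose screen, raw or plate-pattern-corrected value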;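 note: 0% = DMSO wells with peroxide and 100% = DMSO wells without peroxide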
ABCB6 inh MLPCN – blocks the human ABCB6 transporter. fluorescence ratio to DMSO, % at 10 µM. K562-ABCB6 porphyrin accumulation, flow cytometry, 1 h; active compounds read low. 0.19% of 360,000 active;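 active = fluorescence ratio to DMSO below 75%, the collection mean minus 3 SD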;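 note: signal is porphyrin accumulated inside mitochondria; 100% equals median channel fluorescence of DMSO control wells; lower ratio means ABCB6 inhibition with less porphyrin fluorescence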
ABHD5-PLIN5 inh – ABHD5-PLIN5 protein interaction inhibition; 0.78% of 360,000 active; Split G. princeps luciferase complementation, luminescence, 4 h; AID 602281; inhibition, % at 4 µM;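 active = inhibition above the mean inhibition across every tested compound plus 3 SD, cut at about 22% in these data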;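 note: 0% = DMSO only wells and the 100% control is not disclosed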
MC4R barr agon – activates human MC4R beta-arrestin recruitment. P32245. 0.98% of 360,000 active. U2OS MC4R beta-arrestin complementation, luminescence; percent of melanotan II response, DMSO zero. activation, % at 8.9 µM. AID 540308;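 active = activation above a per-plate cutoff, the mean activation of sample wells on that plate plus 3 SD, cut at about 8% in these data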
Target sequence (P32245 whole entry, looked up): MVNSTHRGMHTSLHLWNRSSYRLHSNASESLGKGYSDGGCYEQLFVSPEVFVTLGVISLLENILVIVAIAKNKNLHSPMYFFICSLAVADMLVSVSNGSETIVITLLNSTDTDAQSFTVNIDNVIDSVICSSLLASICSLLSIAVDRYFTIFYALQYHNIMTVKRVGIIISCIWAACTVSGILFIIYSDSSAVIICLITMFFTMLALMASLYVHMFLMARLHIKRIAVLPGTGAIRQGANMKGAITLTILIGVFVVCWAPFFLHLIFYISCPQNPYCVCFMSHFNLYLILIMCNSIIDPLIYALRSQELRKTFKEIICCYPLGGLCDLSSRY
NCOA2 inhibitor – inhibits human steroid receptor coactivator 2; inhibition, % at 9 µM; Q15596; HEK293 GAL4-SRC2 luciferase reporter, luminescence; 0.17% of 370,000 active;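 active = inhibition above the mean inhibition of all tested compounds plus 3 SD, set per campaign, cut at about 52% in these data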;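 note: 0% = DMSO treated cells and 100% = cells given Gossypol at 36 µM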
HTR2A ag – agonists of mouse serotonin 5-HT2A receptor (HTR2A). activation, % at 7.6 µM. P35363. 0.66% of 360,000 active. CHO-K1 mHTR2A beta-arrestin complementation, luminescence; percent of 30 µM serotonin response. AID 624169;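 active = activation above a run cutoff, the mean activation of all tested compounds plus 3 SD, cut at about 14% in these data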;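 note: 0% = plate median of compound wells and 100% = 30 µM serotonin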
Target sequence (P35363 whole entry, looked up): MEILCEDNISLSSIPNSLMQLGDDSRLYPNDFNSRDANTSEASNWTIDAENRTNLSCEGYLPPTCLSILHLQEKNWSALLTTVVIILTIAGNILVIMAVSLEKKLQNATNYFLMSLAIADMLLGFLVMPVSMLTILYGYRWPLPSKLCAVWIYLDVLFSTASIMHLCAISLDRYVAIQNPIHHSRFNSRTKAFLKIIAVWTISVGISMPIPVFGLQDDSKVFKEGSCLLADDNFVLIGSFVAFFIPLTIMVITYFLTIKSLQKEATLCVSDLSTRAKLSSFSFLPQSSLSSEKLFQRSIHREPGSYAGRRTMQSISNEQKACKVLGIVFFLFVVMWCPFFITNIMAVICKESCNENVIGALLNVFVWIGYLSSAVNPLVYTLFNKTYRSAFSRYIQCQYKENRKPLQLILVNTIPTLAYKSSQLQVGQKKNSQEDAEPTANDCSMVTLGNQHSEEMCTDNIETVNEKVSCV
Glyco luc inh – N-linked glycosylation inhibition; D54 ERlucT glycosylation luciferase reporter, 24 h; percent of 100 nM tunicamycin response; reporter increase, % at 12.5 µM; 0.23% of 360,000 active;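 active = mean luciferase reporter signal, scaled so untreated is 0 and the glycosylation-blocking control 100, at or above a set limit in every replicate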;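 note: luciferase carries N-glycosylation sites so blocking glycosylation raises the light; 0% = median of neutral control wells and 100% = median of 100 nM tunicamycin wells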
MC4R antag cAMP – antagonists of human melanocortin 4 receptor (MC4R). AID 540295. inhibition, % at 6.5 µM. MC4R-expressing cells, MTII-stimulated cAMP, LANCE TR-FRET. 0.48% of 360,000 active. P32245;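 active = inhibition above its plate's cutoff, the mean of tested wells on that plate plus 3 SD, cut at about 29% in these data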;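 note: 0% = Melanotan II alone and 100% = Melanotan II plus saturating MCL0020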
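Material – human MC4R-expressing U2OS cells · Repeats – no replicates · Detection – TR-FRET with Eu-cAMP and labeled anti-cAMP, 671 nm · Times – compound 30 min, challenge 1 h, detection 1 h · Compound – single nominal compound dose of 6.5 µM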
NOD2-RIPK2 inh – blocks binding of human NOD2 to RIPK2; O43353; inhibition, % at 4.98 µM; 0.38% of 360,000 active; CHO BLA complementation NOD2-RIPK2, CCF4 ratio; in the data active = inhibition above about 21%;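 note: 0% = vehicle only and 100% = reference blocker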
Starred values were filed as active, the others as inactive; / = not tested or not shown. The list is partial; the hit share may differ from the screen's.

SMILES	TLR9-MyD88 block	H9c2 protect	ABCB6 inh MLPCN	ABHD5-PLIN5 inh	MC4R barr agon	NCOA2 inhibitor	HTR2A ag	Glyco luc inh	MC4R antag cAMP	NOD2-RIPK2 inh
CC(CCN1CCN(c2ccccn2)CC1)c1ccccc1 (configuration not stated)	8.5	11.5	97.0	-4.2	-0.5	-11.7	5.8	-2.3	-0.7	-6.2
CCOC(=O)c1ccc(NC(=S)N(CCCN2CCCCCC2)Cc2ccco2)cc1	3.2	-4.3	99.0	-0.4	-3.5	-19.9	1.8	-1.2	-0.3	6.1
Cc1nn(-c2ccccc2)c(C)c1/C=C1\C(=O)N(C)C(=S)N1C	-5.9	-3.5	91.0	-5.6	-0.7	-8.8	3.8	2.5	8.1	4.2
O=C(C1CCCN(S(=O)(=O)c2cnc[nH]2)C1)N1CCN(Cc2ccccc2)CC1 (configuration not stated)	-6.2	-5.2	106.0	-2.3	-0.3	/	-2.9	-2.2	8.6	-3.5
CCOC(=O)C1=C(COC(=O)COc2ccc(C(=O)CC)cc2)NC(=O)NC1C (configuration not stated)	-0.7	-13.3	95.0	0.2	-1.9	-13.0	12.2	1.6	8.8	-3.8
COc1ccc(/C=C2/S/C(=N/S(=O)(=O)Cc3ccccc3)NC2=O)cc1OC	2.5	-1.2	100.0	5.1	3.2	4.8	12.7	2.2	6.9	-7.7
COc1ccc(/C=N/n2c(=O)[nH]c3c([nH]c4ccc(F)cc43)c2=O)cc1CN1CCCCC1	4.1	4.2	92.0	0.5	-1.3	-7.6	-3.8	2.2	4.4	-5.8
O=C(O)c1cccc(Nc2ccc([N+](=O)[O-])cn2)c1	-1.3	5.4	89.0	2.6	-1.4	-5.2	-3.0	1.0	4.7	-3.6
Cc1cc2c(cc1C)-n1nnnc1C(N(C)CCc1ccccc1)C(=O)N2 (configuration not stated)	/	/	/	11.3	/	-9.5	-1.1	/	/	7.7
O=S1(=O)c2ccccc2N=NN1Cc1ccc(Cl)cc1	4.1	1.2	94.0	-3.4	-1.5	-21.3	-3.9	-0.5	1.6	-5.9
COc1c(C)cc(C(O)c2ncc(-c3ccccc3C(F)(F)F)[nH]2)cc1C (configuration not stated)	/	-4.2	87.0	-6.3	-0.3	-30.5	2.6	-0.5	10.3	-0.3
COc1ccccc1-c1nnc2n1N=C(c1ccc(OC(F)F)c(OCC3CC3)c1)CS2	2.2	-4.5	96.0	-0.8	0.7	-11.0	-3.8	5.6	-27.9	-12.9

The closing 4 compounds of the part before are carried over, then new ones follow:
SMILES	TLR9-MyD88 block	H9c2 protect	ABCB6 inh MLPCN	ABHD5-PLIN5 inh	MC4R barr agon	NCOA2 inhibitor	HTR2A ag	Glyco luc inh	MC4R antag cAMP	NOD2-RIPK2 inh
Cc1cc2c(cc1C)-n1nnnc1C(N(C)CCc1ccccc1)C(=O)N2 (configuration not stated)	/	/	/	11.3	/	-9.5	-1.1	/	/	7.7
O=S1(=O)c2ccccc2N=NN1Cc1ccc(Cl)cc1	4.1	1.2	94.0	-3.4	-1.5	-21.3	-3.9	-0.5	1.6	-5.9
COc1c(C)cc(C(O)c2ncc(-c3ccccc3C(F)(F)F)[nH]2)cc1C (configuration not stated)	/	-4.2	87.0	-6.3	-0.3	-30.5	2.6	-0.5	10.3	-0.3
COc1ccccc1-c1nnc2n1N=C(c1ccc(OC(F)F)c(OCC3CC3)c1)CS2	2.2	-4.5	96.0	-0.8	0.7	-11.0	-3.8	5.6	-27.9	-12.9
COc1ccc(NC(=O)c2nnn(CC(=O)Nc3ccc4c(c3)OCO4)c2N)cc1OC	13.8	-0.7	94.0	2.2	-1.1	-11.2	-2.9	1.0	1.1	9.5
O=C(NNc1ccccc1)C(=O)NNS(=O)(=O)c1ccc(CCCl)cc1	-16.7	-2.4	101.0	2.0	0.0	5.7	5.2	-1.1	15.8	-4.6
Cc1cc2ncn(C(=O)c3cc(-c4ccccc4)nc4ccccc34)c2cc1C	8.8	-8.4	101.0	5.2	-1.5	-11.3	-0.2	-1.6	7.2	-0.2
COc1ccc(C(=O)NC(C)c2ccc(-n3ccnc3)cc2)cc1S(=O)(=O)N1CCOCC1 (configuration not stated)	-4.7	13.9	106.0	12.0	0.6	19.6	0.5	-0.6	1.4	-1.2
CCOC(=O)C1CCCN(C(=O)c2ccc(-c3ccccc3)cc2)CC1 (configuration not stated)	/	0.9	96.0	-7.6	0.3	-36.3	-1.4	0.5	8.4	-4.8
Cc1ccc(Sc2c(CO)c(-c3ccccc3)nn2C)cc1	3.1	-11.4	88.0	0.3	-2.3	17.8	1.4	28.9*	-17.1	0.8
Cc1[nH]c2ccccc2c1CCNS(=O)(=O)c1ccc(S(N)(=O)=O)cc1	1.4	-0.2	102.0	-7.5	1.9	-28.6	-0.5	0.5	-5.0	7.1
CC1CCN(C(=O)CCCN2C(=O)c3cccnc3Oc3ccc(Cl)cc32)CC1	-17.7	4.9	103.0	1.9	1.1	6.5	-5.4	-3.4	3.8	-3.0
CC(=O)Nc1nc(N2C(=O)c3ccccc3C2=O)n(-c2ccccc2)n1	-10.3	5.2	97.0	12.6	2.1	-26.5	5.2	1.6	1.7	-3.1
CN(Cc1ccccc1)C(=O)c1ccc2sc([C@@H]3O[C@H](CO)[C@H](O)[C@H](O)[C@H]3O)nc2c1	/	0.6	99.0	-6.3	-0.5	-14.4	21.1*	1.3	4.7	2.9
O=C(Nc1ccc(Cl)cc1)C(Cl)C(=O)c1ccccc1 (configuration not stated)	5.4	6.1	98.0	16.5	-0.1	-6.8	-6.1	9.5	-6.1	2.2
O=C(COc1ccc(S(=O)(=O)NC2CCCCC2)cc1)NCC1CCCO1 (configuration not stated)	-6.9	0.7	104.0	-4.6	-1.0	-8.6	-2.7	-1.1	-5.1	-14.9
CCn1c(=O)c2cc(C(=O)N(C)c3ccccc3F)sc2c2ccccc21	-2.5	14.0	92.0	-4.7	1.2	18.4	2.0	-1.3	-16.5	-10.1
Cc1cccc(OCCNC(=O)c2cncc(Br)c2)c1	0.4	1.9	99.0	2.2	1.4	13.0	5.6	-0.6	0.7	-9.6
O=C(NC1CCS(=O)(=O)C1)c1c(NC(=O)C2COc3ccccc3O2)sc2c1CCCC2 (configuration not stated)	-2.7	13.8	92.0	3.9	1.6	0.4	11.6	-0.9	-3.1	-17.2
O=C(NC1CCCCC1)C(c1ccnc2ccccc12)n1c(=O)c(-c2ccccc2)nc2ccccc21 (configuration not stated)	/	/	/	4.5	/	8.7	3.6	/	/	-19.4
Cn1c(SCC(=O)N/N=C/c2cc([N+](=O)[O-])ccc2O)nnc1-c1ccccc1	-1.2	24.0	95.0	0.5	-0.1	-0.6	-1.4	1.8	21.5	-5.3
CN[C@@H](CO)C(=O)NC[C@H]1O[C@@H](n2cnc3c(=O)[nH]c(N)nc32)[C@H](O)[C@@H]1O	/	3.5	96.0	-2.7	/	-39.5	-2.8	1.4	/	0.1
COCCCNc1oc(COc2ccc(Cl)cc2Cl)nc1C#N	4.0	-6.1	106.0	3.3	-0.1	-9.3	-6.8	0.0	4.8	-0.5
COc1cccc(NC(=S)N(CCc2c(C)[nH]c3ccc(C)cc23)Cc2cccs2)c1	-7.4	-14.1	91.0	-4.5	1.2	-32.6	11.6	-4.3	1.4	0.8
CNC(=O)CSc1nc2c([nH]c3ccccc32)c(=O)n1CCOC	-1.7	3.1	99.0	0.7	-1.4	-0.7	-0.1	11.5	3.5	-16.8
CC(C)C[C@H](NC(=O)N1CC(=O)Nc2ccccc21)C(=O)N[C@H](C(=O)O)c1ccccc1	3.4	-2.1	100.0	-5.3	-0.4	-23.7	-1.2	2.5	6.4	3.4
COc1ccc(OC(C)c2nnc(N)s2)cc1 (configuration not stated)	-0.3	-1.3	98.0	4.3	-1.3	-40.2	0.4	2.4	-0.7	-6.7
O=C(COC(=O)/C=C/c1ccco1)Nc1ccc(F)cc1Cl	5.5	-5.5	101.0	2.0	-0.6	23.0	4.2	-1.2	3.4	-5.9
COc1ccc(CNC(=O)c2ccc(CS(=O)(=O)c3ccccc3C)o2)cc1	9.2	2.6	98.0	-5.4	1.5	8.4	3.5	0.7	-1.3	0.6
CCN(CC(=O)Nc1cccc(OC)c1)C(=O)C1CCN(C(=O)Nc2ccccc2)CC1	-1.0	1.6	94.0	-5.3	-2.5	-14.2	0.2	1.0	7.8	-3.9
O=C(c1ccco1)N1CCN(c2ccc([N+](=O)[O-])cc2Cl)CC1	-5.8	5.3	96.0	0.2	-1.3	7.0	0.8	-3.4	-12.8	-3.2
CCOC(=O)N1CCN(C(=O)CCCn2nnnc2CN2CCC(C)CC2)CC1	-1.8	-4.4	90.0	-5.5	-1.2	-18.3	1.1	1.0	1.4	-23.9
Cc1sc(NC(=O)c2ccc3ncsc3c2)c(C(N)=O)c1C	-1.3	-0.2	99.0	-9.5	-0.1	-113.6	2.9	-7.7	13.3	-4.0
COc1ccccc1NC(=O)CSc1nnc(-c2ccco2)n1N	6.2	-1.9	97.0	2.3	-3.3	0.4	4.7	6.2	1.9	1.5
CC(=O)c1c(C)oc2ccc(N(C(C)=O)S(=O)(=O)c3cccc([N+](=O)[O-])c3)cc12	-2.9	-6.0	105.0	0.7	-3.3	-4.3	1.8	0.6	-0.6	-0.2
C/C(=N/NC(=O)CN1CCN(Cc2ccccc2Cl)CC1)c1cccs1	/	1.0	100.0	1.5	-2.8	11.2	-2.4	1.0	3.4	-0.7
O=C(Cn1c(=O)oc2cc(S(=O)(=O)N3CCCC3)ccc21)NC1CCCCC1	6.0	35.6	97.0	6.6	0.4	8.7	2.9	-2.7	6.1	-16.1
CC(C)CN(C(=O)COC(=O)c1ccc(Cl)c(N)c1)c1c(N)n(Cc2ccccc2)c(=O)[nH]c1=O	-3.6	-2.0	92.0	-5.5	-0.3	-14.8	-8.7	-1.6	3.9	5.1
Cc1csc(=O)n1CC(=O)OC(C)C(=O)Nc1cccc(Cl)c1 (configuration not stated)	-3.7	0.8	97.0	-0.6	-5.5	-7.3	-0.3	-1.3	13.8	14.7
CCC(CO)NS(=O)(=O)c1cc(-c2nn(C)c(=O)c3ccccc23)ccc1C (configuration not stated)	-7.7	-2.7	100.0	-10.2	-3.3	1.5	0.0	5.8	-15.0	-5.8
Cc1ccc(N2CN(Cc3cccnc3)CNC2=S)c(C)c1	-6.1	-3.7	108.0	2.0	0.1	29.4	-1.1	0.0	-5.7	-8.0
CCN(CC)S(=O)(=O)c1cc(NC(=O)COC(=O)Cn2cnc3ccccc32)ccc1C	8.3	-2.7	104.0	-1.6	-2.6	-21.4	-2.8	2.5	0.6	7.3
Cc1cc(C)nc(SCCn2c(N3CC(C)OC(C)C3)nc3c2c(=O)n(C)c(=O)n3C)n1 (configuration not stated)	-0.7	14.4	104.0	-0.1	-1.5	8.2	4.5	3.3	10.8	-11.6
O=C(C[n+]1ccccc1)N/N=C/c1ccc(Cl)c(Cl)c1	1.3	-4.3	101.0	3.4	-0.8	2.4	-4.2	-3.4	-9.9	0.8
